# Compound activity as filed in PubChem BioAssay.
# p97 ATPase inh: human p97 ATPase inhibition; P55072; recombinant p97 ATPase, Kinase-Glo ATP luminescence, 3 h; inhibition, % at 8 µM; 0.42% of 220,000 active; AID 1481; in the data active = inhibition above about 15%;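 also: 0% = DMSO vehicle and 100% = wells lacking enzyme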
# RBBP9 inh: blocks human serine hydrolase RBBP9; O75884; recombinant RBBP9, FP-Rh probe fluorescence polarization; inhibition, % at 7.94 µM; 0.2% of 220,000 active; AID 1515;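 active = inhibition above the campaign mean of all tested compounds plus 3 SD, cut at about 14% in these data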;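 also: plate controls were DMSO wells with RBBP9 for no effect and wells lacking RBBP9 protein for full effect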
# Target sequence (O75884 whole entry, looked up): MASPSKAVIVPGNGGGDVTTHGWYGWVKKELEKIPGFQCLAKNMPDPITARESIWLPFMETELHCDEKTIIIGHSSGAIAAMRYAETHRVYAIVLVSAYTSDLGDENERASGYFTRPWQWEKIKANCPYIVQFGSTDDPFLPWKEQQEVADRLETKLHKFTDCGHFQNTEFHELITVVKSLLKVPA
#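 Test system – recombinant human RBBP9 · Input – RBBP9 2.5 µM in dispensing solution, pre-mixing · Medium – Tris buffer pH 8.0, NaCl, Pluronic · Schedule – preincubation 30 min plus labeling 45 min at 25 °C · Measured by – fluorescence polarization · Measure – % inhibition · Controls – DMSO and no-protein wells · Replicates – one well per compound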
# BaF3 tox: counter-screen for JAK2V617F inhibitors: parental Ba/F3 viability inhibitors. 1.1% of 220,000 active. CellTiter-Glo ATP luminescence. AID 1486. inhibition, % at 5.6 µM;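 active = inhibition above a per-campaign cutoff, the mean inhibition of all tested compounds plus 3 SD, cut at about 27% in these data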;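 also: 0% = DMSO wells and 100% = JAK Inhibitor I control wells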
# Ba/F3 V617F tox: reduce viability of Ba/F3 cells dependent on JAK2V617F; Ba/F3 EpoR-JAK2V617F viability, ATP luminescence; inhibition, % at 5.6 µM; 1.1% of 220,000 active;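 active = inhibition above the campaign mean plus 3 SD over all tested compounds, cut at about 24% in these data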;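 also: cytokine-independent growth of Ba/F3 cells driven by EpoR plus mutant JAK2; 0% = DMSO-treated cells and 100% = JAK inhibitor I control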
# TbHK1 inh: blocks Trypanosoma brucei hexokinase 1 activity. inhibition, % at 10 µM. 0.11% of 220,000 active. recombinant TbHK1, G6PDH-coupled NADH A340;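 active = inhibition of 50% or more in the single-dose primary screen; inactive = inhibition below 50%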
# p47phox inh: p47phox (human) inhibition | p47phox/p22phox peptide binding, fluorescence polarization, 2 h | inhibition, % at 24.7 µM | 0.53% of 220,000 active | AID 1274;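 active = inhibition above about 30%, limit read from the data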;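 also: 0% = p47phox with labelled peptide and 100% = labelled peptide alone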
# PGE2 EP2 inh: EP2 receptor (human) inhibition | P43116 | C6 glioma cells expressing human EP2, cAMP TR-FRET; cells stimulated with saturating PGE2 | inhibition, % at 25 µM | 0.52% of 260,000 active | AID 1422;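 active = percent inhibition above 40 after rounding to a whole number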;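 also: rat C6 glioma host cells with rolipram phosphodiesterase inhibitor present; the protocol text gives 20 µM as final concentration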
# Furin inh: inhibitors of human furin | P09958 | AID 463115 | inhibition, % at 30 µM | 0.061% of 220,000 active | purified furin, fluorogenic substrate cleavage; in the data active = inhibition above about 25%; also: inactives centre near -15
# Target sequence (P09958 108-714 limits assumed): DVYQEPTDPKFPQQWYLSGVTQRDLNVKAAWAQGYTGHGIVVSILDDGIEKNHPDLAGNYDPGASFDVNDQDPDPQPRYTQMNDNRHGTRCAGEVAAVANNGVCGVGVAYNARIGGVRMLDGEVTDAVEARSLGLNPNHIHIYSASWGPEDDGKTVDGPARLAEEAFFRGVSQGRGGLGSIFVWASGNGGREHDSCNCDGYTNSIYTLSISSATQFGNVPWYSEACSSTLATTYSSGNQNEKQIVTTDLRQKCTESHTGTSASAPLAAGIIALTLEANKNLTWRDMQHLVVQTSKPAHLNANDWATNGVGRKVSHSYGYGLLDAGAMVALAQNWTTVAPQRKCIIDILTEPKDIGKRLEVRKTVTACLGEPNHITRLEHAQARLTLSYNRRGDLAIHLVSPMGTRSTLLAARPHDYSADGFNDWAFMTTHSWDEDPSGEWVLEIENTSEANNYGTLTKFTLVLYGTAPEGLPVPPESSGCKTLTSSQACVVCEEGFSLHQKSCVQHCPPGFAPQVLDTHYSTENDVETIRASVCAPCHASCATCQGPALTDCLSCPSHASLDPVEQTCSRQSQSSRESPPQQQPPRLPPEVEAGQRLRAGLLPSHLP
# PPC-1+TRAIL kill: kills PPC-1 cancer cells in the presence of TRAIL. PPC-1 cells + TRAIL, ATPLite viability luminescence. cell killing (% activity), % at 4 µM. 0.41% of 220,000 active;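 active = cell killing above 50% in the first pass at 4 µM, then a duplicate retest at 5 µM averaging 50% or more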;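 also: plate controls were cells with TRAIL plus DMSO for no effect and medium-only wells lacking cells for full effect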
# Numbers without * were called inactive; . = no result given; & = joins results of further samples; ! = not active in a repeat; [ ] = another dose, or the depositor's remark. Some of the compounds tested, so the mix of outcomes need not match the whole.
SMILES,p97 ATPase inh,RBBP9 inh,BaF3 tox,Ba/F3 V617F tox,TbHK1 inh,p47phox inh,PGE2 EP2 inh,Furin inh,PPC-1+TRAIL kill
N#CCSc1nc(Nc2ccc3c(c2)OCO3)c2ccccc2n1,12,4,7,2,-3,-41,-3,-20,8
CC(C)(C)c1ccc(-c2noc(CCC(=O)N3CCOCC3)n2)cc1,-4,0,7,5,3,4,10,-17,45[5 µM]
NNC(=S)NC1CCCCC1,0,-5,7,-3,-2,-2,5,-11,-12
COCCCNC(=O)c1ccccc1Oc1ccccc1,4,-7,0,0,9,-7,7,-1,-4
CCOc1ccc(-c2nnc(N)s2)cc1,0,6,1,-2,-7,-6,6,12[20 µM],33
Cc1oc(C(C)(C)C)cc1C(=O)NC(Cc1ccccc1)C(=O)O (stereo unspecified),0,3,1,-3,-6,0,6,-13,6
Cc1ccc(S(=O)(=O)Nc2ccc3[nH]c(=O)[nH]c3c2)c(C)c1,3,-1,5,1,-3,-2,2,-20,4
COc1cc(/C=N/NC(=O)COc2c(C)cc([N+](=O)[O-])cc2C)ccc1OC(=O)c1ccccc1Br,7,-4,5,0,-7,-28,2,-8,-3
O=C(Nc1ccccc1)NC1CS(=O)(=O)CC1O (stereo unspecified),3,5,2,-3,4,-1,1,8[20 µM],10
O=C(NCc1nc(-c2ccc(C(F)(F)F)cc2)no1)c1cccs1,-1,-4,-2,3,9,-3,3,-18,-4
COc1ccc(N2CCCn3c2nc2c3c(=O)n(CCCc3ccccc3)c(=O)n2C)cc1,-5,-2,0,0,-18,-7,.,-16,.
O=C(c1ccc2c(c1)OCO2)C1CCCN(Cc2ccc3nsnc3c2)C1 (stereo unspecified),1,-8,2,0,-3,-3,18,-29,20
C/C(=N/NC(=O)CNc1ccc(Cl)cc1C)c1ccc(C)cc1,2,-2,12,0,-14,-1,9,-26,1
COCCCNC(=O)C(CC(N)=O)NC(=O)OCc1ccccc1 (stereo unspecified),-2,-5,-3,4,6,12,4,-18,11
Cc1ccc(Cl)c(OCCN2CCCC(C)C2)c1 (stereo unspecified),4,-9,4,0,0,0,5,-31,26
O=C(c1ccco1)N1CCN(C(=O)c2sccc2-c2ccccc2)CC1,-5,3,0,8,7,-9,4,-7[20 µM],4
O=c1cc(N2CCOCC2)[nH]c(=O)n1C1CCCCC1,0,-12,5,2,7,-16,16,3,4
CCCOc1ccccc1N/C(N)=N/c1nc(C)cc(C)n1,4,-8,-2,21,3,8,9,-26,35
O=[N+]([O-])c1ccc2c(c1)CNc1ccccc1O2,4,-7,4,-1,-6,4,3,-21,-4
Cc1nc(NCc2ccco2)nc2c1C(=O)CC(C)C2 (stereo unspecified),-2,1,0,-2,-6,-16,14,-15[20 µM],22
Clc1ccc(C2[C@H]3CN(CC4CCCCC4)[C@H](c4ccccc4)C34CC2(c2cccnc2)C4)cn1 (stereo partly specified),.,.,.,.,-15,-30,8,-34,19
O=C(CN1C(=O)c2ccccc2C1=O)Nc1ccccc1F,4,0,-1,-4,-1,-8,15,-20,17
Cc1ccc(Cl)cc1N1CCN(C(=O)C(=O)N2CCCCC2)CC1,-1,5,0,0,-5,8,8,0,1
Cc1cc2cccc(C)c2nc1SCC(=O)N(C)c1nc(-c2ccccc2)cs1,-2,-4,9,5,-6,-9,9,-7[20 µM],6

# Full records from above. Order of values: p97 ATPase inh	RBBP9 inh	BaF3 tox	Ba/F3 V617F tox	TbHK1 inh	p47phox inh	PGE2 EP2 inh	Furin inh	PPC-1+TRAIL kill
# CCCOc1ccccc1N/C(N)=N/c1nc(C)cc(C)n1 across the screens: 4	-8	-2	21	3	8	9	-26	35
# O=c1cc(N2CCOCC2)[nH]c(=O)n1C1CCCCC1 across the screens: 0	-12	5	2	7	-16	16	3	4
# O=[N+]([O-])c1ccc2c(c1)CNc1ccccc1O2 across the screens: 4	-7	4	-1	-6	4	3	-21	-4

# New compounds follow
SMILES,p97 ATPase inh,RBBP9 inh,BaF3 tox,Ba/F3 V617F tox,TbHK1 inh,p47phox inh,PGE2 EP2 inh,Furin inh,PPC-1+TRAIL kill
COc1ccc(C2SCC(C(=O)O)N2C(C)=O)cc1 (stereo unspecified),-4,-11,7,3,-5,-5,1,9[20 µM],17
COCCCn1c(=N)c(C(=O)NCC2CCCO2)cc2c(=O)n3cccc(C)c3nc21 (stereo unspecified),5,-3,2,0,-18,7,9,-104,-1
CC(C)(C)c1ccc(C(=O)NNc2ncccc2-n2cccc2)cc1,-8,3,-1,-2,-6,-6,15,-7,14
CCOC(=O)C1=C(C)NC(=O)NC1c1ccsc1 (stereo unspecified),5,4,2,-1,-1,-16,9,-24[20 µM],-13
CCOC(=O)C1=C(C)NC(C)=C(C(=O)OCC)C1c1cn(-c2ccccc2)nc1-c1ccco1,2,-2,3,-3,4,-15,13,-30[20 µM],34
CCOc1ccccc1NC(=O)C(OC(=O)c1ccccc1NS(=O)(=O)c1cccs1)c1ccccc1 (stereo unspecified),3,-14,6,-2,0,-36,5,-13,3
CCOC(=O)CSc1nnc(-c2ccc(OC)cc2OC)o1,-6,-7,0,-1,5,8,10,-11,37
COc1cc(CN2CCN(c3ccccc3F)CC2)cc(OC)c1O,3,15*,7,-1,1,9,14,-19[20 µM],5
CC(C)(C)C(=O)Nc1ccccc1C(=O)Nc1ccccn1,-1,8,3,-1,-6,-13,11&10,-26[20 µM],-10
COc1ccc2c(CC(=O)Nc3ccc(N4CCOCC4)cc3)coc2c1,3,-5,11,1,1,-3,4,-25,24
CCS(=O)(=O)N1CCC(C(=O)NCc2cccnc2)CC1,2,-7,2,-2,0,-3,11,-25,4
CCOc1ccc(-c2nn3c(-c4ccc(F)cc4)nnc3s2)cc1,-3,-6,4,-3,-18,.,6,-24[20 µM],.
CCOc1ccccc1NC(=S)N1CCC(c2nc3ccccc3o2)CC1,0,-10,5,0,12,-19,8&5,-24,4
CCOc1ccc2c(c1)s/c(=N\S(=O)(=O)c1ccc(OC)cc1)n2C(F)F,-3,-3,0,-3,3,-13,14,-3[20 µM],27
COC(=O)c1c(-c2snnc2C)n[nH]c1C,6,8,0,-4,-3,-6,8,-18,-1
CCC(=O)Nc1nc2cc(OC)ccc2s1,8,1,-1,-4,-3,-5,17,-20,28
C[C@H](NC(=O)c1nc[nH]c1C(=O)N1CCN(c2ccccc2)CC1)C(=O)OC(C)(C)C,.,.,.,.,-7,-7,8,-11,2
COc1cc(CC(=O)NCCc2ccc(S(N)(=O)=O)cc2)cc(OC)c1OC,-4,-7,8,3,-10,-1,1,-19[20 µM],-6
O=C(Cn1c(NCCO)nc2ccccc21)c1ccc(Cl)cc1,5,-1,0,-3,2,-11,11,-7,-13
O=[N+]([O-])c1ccc(O)c(/C=N/Nc2ccc(Cl)nn2)c1,0,-4,9,0,-19,-6,6,-15[20 µM],44
O=C(Nc1cccc(F)c1)c1cc(S(=O)(=O)NCCC2=CCCCC2)ccc1F,1,-4,19,-5,8,-7,5,-11,-3
Cc1ccc(NC(=O)Nc2cccn(Cc3c(F)cccc3Cl)c2=O)cc1,-1,-11,1,1,-12,3,9,-16,1
Nc1ccccc1NC(=O)c1ccccc1,5,3,5,-3,0,-4,10,-14,25
Cc1ccc(-c2cccc(NC(=O)C3C4C=CC(C4)C3C(=O)O)c2)o1 (stereo unspecified),-2,-4,4,-2,-10,-26,6,-10[20 µM],13

# The final two compounds of the section above lead into the next:
SMILES,p97 ATPase inh,RBBP9 inh,BaF3 tox,Ba/F3 V617F tox,TbHK1 inh,p47phox inh,PGE2 EP2 inh,Furin inh,PPC-1+TRAIL kill
Nc1ccccc1NC(=O)c1ccccc1,5,3,5,-3,0,-4,10,-14,25
Cc1ccc(-c2cccc(NC(=O)C3C4C=CC(C4)C3C(=O)O)c2)o1 (stereo unspecified),-2,-4,4,-2,-10,-26,6,-10[20 µM],13
C/C(N)=C(/C#N)C(=O)CSc1nnc(-c2ccccc2)n1C,4,-6,3,-4,5,-8,10,-15,-14
CCN(CC)C(=S)SSC(=S)N(CC)CC,6,1,5,11,1,7,60*!,-14,33
c1ccc(CN2CCN(c3nc(-c4ccccn4)nc4ccccc34)CC2)cc1,-7,2,-1,-1,-15,-6,9,-16,2
Cc1c2c(nc3ccccc13)CCC(C)C2 (stereo unspecified),-1,-2,4,-2,0,1,4,-17,8
Cc1ccc(C)c2[nH]c(=O)c(CN(Cc3ccco3)S(=O)(=O)c3ccc4c(c3)OCCO4)cc12,0,-8,2,-3,-8,-29,12&8,-15,0
Cn1c(Cc2ccccc2)nnc1SCC(=O)Nc1ccc2c(c1)OCCO2,0,-3,6,2,-3,-2,10,-21,-10
CN(C)/C=N/c1nc2nccc(-c3ccc(F)cc3)n2n1,4,-6,1,0,-26,1,5,-34,10
CCCCc1nn2c(N)c(/C=C3\C=Nc4ccccc43)c(=O)nc2s1,5,7,6,-2,-9,-88,12,-7,36
COC(=O)C(CO)NC(=O)C(C)NC(=O)CNC(=O)OCc1ccccc1 (stereo unspecified),2,-3,-1,-2,-3,2,1,-18,2
Cn1nnnc1SCCNCc1ccncc1,3,2,0,-3,-6,-4,7,-22,9
COc1cc(Cl)c(C)cc1NC(=O)[C@@H]1CCCN1C(=O)c1cccs1,1,-9,6,4,-3,-25,4,-18,15
COC(=O)Cn1c(=O)oc2ccc(C)cc21,10,-7,6,-2,-1,-7,8&5,-15,8
O=C(Nc1ccc2c(c1)OCO2)N1CCN(Cc2ccco2)CC1,-1,5,6,1,-9,-4,3,-14,76*[5 µM]
CC1CN(c2cc(=O)n(-c3ccc(Cl)cc3)c(=O)[nH]2)CC(C)O1 (stereo unspecified),4,-7,7,0,-5,-7,11,-27,4
CN(C)CCCNC(=O)CC(c1ccccc1)c1ccccc1O (stereo unspecified),3,-5,6,-1,3,-16,11,-20[20 µM],-6
COCC(C)NS(=O)(=O)c1ccc(OC)cc1 (stereo unspecified),5,10,4,2,1,-4,5,-32,16
[O-]/[N+](=C\c1ccccc1)[C@@H]1CCCC[C@@H]1/[N+]([O-])=C/c1ccccc1,-4,-2,6,2,-1,-9,20,-20,-18
COc1ccccc1C(=O)COC(=O)c1ccc(N(C)C)cc1,2,2,1,0,-11,4,2,-22,34
CN1CCN(NC(=S)NC2CCCCC2)CC1,0,5,9,5,25,-4,4,-11,8
CCOC(=O)Cc1csc(NC(=O)Nc2cccc(Cl)c2)n1,1,-8,8,1,5,-13,9,-19,11
COc1ccccc1N1CCN(C(=O)C(C)N(c2ccc(C)cc2)S(C)(=O)=O)CC1 (stereo unspecified),0,1,3,-5,-1,2,13,-17[20 µM],-4
COC(=O)N/N=C/c1cn(Cc2ccc(F)cc2)c2ccccc12,1,-2,7,1,-12,-3,11,-14,-1
COc1ccc2c(c1OC)C(=O)OC2n1c(O)c(N=NC(C)=O)c2ccccc21 (stereo unspecified),-5,-8,1,0,-22,-7,7,-25,12
Cc1cc(-c2ccccc2)nc2c(Br)c(=O)[nH]n12,0,-5,-1,3,0,-1,4,-18,-8
Cc1cc(C(=O)NCc2cccs2)ccc1[N+](=O)[O-],2,-5,8,-1,29,-9,8,-3,-8
CCC(C(=O)NC(C)CCc1ccco1)n1nc(C)n2c(cc3occc32)c1=O (stereo unspecified),0,-6,3,2,-4,-3,18,-19,20

# 3 records picked at random from the list so far, as already listed:
SMILES,p97 ATPase inh,RBBP9 inh,BaF3 tox,Ba/F3 V617F tox,TbHK1 inh,p47phox inh,PGE2 EP2 inh,Furin inh,PPC-1+TRAIL kill
CN(C)CCCNC(=O)CC(c1ccccc1)c1ccccc1O (stereo unspecified),3,-5,6,-1,3,-16,11,-20[20 µM],-6
Cc1cc(C(=O)NCc2cccs2)ccc1[N+](=O)[O-],2,-5,8,-1,29,-9,8,-3,-8
Cc1cc(-c2ccccc2)nc2c(Br)c(=O)[nH]n12,0,-5,-1,3,0,-1,4,-18,-8
